# MMP13 inhibition: MMP13 inhibitors among fluorescent compounds, confirmation, biochemical, possible fluorescent artifacts, delta fluorescence (AID 734); MMP13 fTHP FRET cleavage, delta fluorescence 4 h; active compounds read high; inhibition, %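 (each compound tested at 4 µM nominal in triplicate)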; 5,100 tested, under 10 active;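 active = inhibition above the mean inhibition over all tested compounds plus 3 SD, cut at about 75% in these data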;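 note: 0% = DMSO only wells and 100% = 8 µM reference MMP13 inhibitor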
# * = called active by the depositor. An excerpt (hit frequency here may not be typical).
SMILES,MMP13 inhibition
Cc1oc2c(CN3CCOCC3)c(O)ccc2c(=O)c1-c1ccc(Br)cc1,6.4
O=C(CSc1nnc(-c2ccccc2)o1)c1ccc2c(c1)OCCO2,6.7
COc1ccccc1N1CCN(C(=O)CSc2ncccc2-c2nc3ccccc3[nH]2)CC1,2.7
CC(C)c1cc(=O)oc2c3c4c(cc12)CCCN4CCC3,-31.8
C=C(C)COc1ccc2c(C)c(CC(=O)OC)c(=O)oc2c1C,-0.6
Cc1cccc(-c2nnc(-c3ccc(N)cc3)o2)c1,8.2
Cc1cc(C)c(C#N)c(SCC(=O)Nc2nnc(-c3ccccc3)s2)n1,0.4
COC(=O)c1[nH]c2cc(OC)ccc2c1NC(=O)CCN1CCN(c2cccc(C)c2C)CC1,5.8
O=C(CN1C(=O)COc2ccccc21)N(Cc1ccccc1)Cc1ccccn1,1.6
OC1CN=C2CCCc3c2n(c2ccc(Cl)cc32)C1 (stereo not given),-0.6
CCCc1cc(=O)n2[nH]c(-c3ccc(C)cc3)cc2n1,4.7
c1csc(C2C3=C(Nc4ncnn42)c2ccccc2OC3)c1 (stereo not given),1.7
Cc1cccc(Cn2c(CN3CCN(Cc4ccccc4)CC3)nc3c2c(=O)[nH]c(=O)n3C)c1,-0.3
CC(=O)Nc1c(OC(C)=O)ccc2c(C)cc(=O)oc12,-13.8
O=C(NC1CCCc2ccccc21)C1CCN(c2c3c(nc4ncnn24)CCC3)CC1 (stereo not given),3.8
CCOC(=O)Cc1csc(NC(=O)Cc2cccs2)n1,4.7
O=S(=O)(NCc1cn2ccccc2n1)c1cc(F)ccc1F,6.2
CCCC1Cc2c(sc3ncnc(N)c23)CO1 (stereo not given),5.5
Cc1ccn(C(=O)c2ccc(NC(=O)C3CCCCC3)cc2)n1,5.2
CCC(C(=O)Nc1nnc(-c2ccco2)s1)c1ccccc1 (stereo not given),6.8
CCCCn1c(=NC(=O)c2ccco2)c(C(=O)OCC)cc2c(=O)n3ccccc3nc21,-13.4
COc1ccc(S(=O)(=O)N(CC(=O)Nc2cc(C)on2)Cc2ccccc2)cc1,4.6
CCN(C)c1ccc(/C=N\n2nnnc2N)cc1,4.7
N#CC1=C(C2CC2)CC(c2ccccc2)C(C#N)=C1N (stereo not given),1.0
N#Cc1nc(-c2ccccc2Cl)oc1NCC1CCCO1 (stereo not given),3.9
O=c1c2c3nc4ccccc4nc3n(CC3CCCO3)c2ncn1CCc1ccccc1 (stereo not given),1.3

# Some of the entries so far, with values ahead of the structure.
MMP13 inhibition	SMILES
6.4	Cc1oc2c(CN3CCOCC3)c(O)ccc2c(=O)c1-c1ccc(Br)cc1
6.7	O=C(CSc1nnc(-c2ccccc2)o1)c1ccc2c(c1)OCCO2
2.7	COc1ccccc1N1CCN(C(=O)CSc2ncccc2-c2nc3ccccc3[nH]2)CC1
-31.8	CC(C)c1cc(=O)oc2c3c4c(cc12)CCCN4CCC3
-0.6	C=C(C)COc1ccc2c(C)c(CC(=O)OC)c(=O)oc2c1C
8.2	Cc1cccc(-c2nnc(-c3ccc(N)cc3)o2)c1

# Retrieved by compound from the list above, 6 records:
SMILES,MMP13 inhibition
c1csc(C2C3=C(Nc4ncnn42)c2ccccc2OC3)c1 (stereo not given),1.7
Cc1cccc(Cn2c(CN3CCN(Cc4ccccc4)CC3)nc3c2c(=O)[nH]c(=O)n3C)c1,-0.3
Cc1cc(C)c(C#N)c(SCC(=O)Nc2nnc(-c3ccccc3)s2)n1,0.4
CCCC1Cc2c(sc3ncnc(N)c23)CO1 (stereo not given),5.5
CCCCn1c(=NC(=O)c2ccco2)c(C(=O)OCC)cc2c(=O)n3ccccc3nc21,-13.4
CCN(C)c1ccc(/C=N\n2nnnc2N)cc1,4.7

# Screens deposited in PubChem by The Scripps Research Institute Molecular Screening Center.
